# Myeloid diff MLP: myeloid differentiation induction | ER-HoxA9 myeloid progenitors, lysozyme-GFP differentiation, flow cytometry | calls only at 10 µM | actives 1% (n = 360,000) | AID 624256;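 active means normalized GFP-positive differentiation at or above the plate's own cutoff, the solvent-only control mean plus 3 SD; inconclusive means no clear call, values can overlap the other calls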;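 further: cells exposed to compound for four days before flow analysis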
# UTI89 phage lysis: inhibition of K1F phage lysis, E. coli UTI89, bacterial capsule biogenesis inhibitors, alamar blue (AID 488966); E. coli UTI89 K1F phage lysis, alamar blue, 2 h; higher % means a stronger effect; inhibition, % at 100 µM; hits with a dose series show IC50 in µM; actives 0.02% (n = 340,000);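 active means phage lysis inhibition, versus mean bacterial control, above a set limit; inconclusive means no clear call, values can overlap the other calls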;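 further: capsule biogenesis inhibitors block K1F phage lysis so surviving cells raise fluorescence; higher fluorescence means more inhibition of phage lysis; actives were called in the ten point dose series up to 300 µM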
# Hep lipid drop: modulators of hepatic lipid droplet formation. inhibition, % at 6.5 µM. actives 0.4% (n = 240,000). AID 1656. AML12 mouse hepatocytes, oleate lipid droplets, BODIPY imaging;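 active means lipid droplet intensity inhibited by at least 50%, with more than 500 cells counted; inconclusive means wells with under 300 cells, treated as cytotoxic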
#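 Assay system: AML12 hepatocytes (mouse); Probe or stimulus: oleic acid at 100 µM to induce lipid droplet formation; Dosing: compound at 6.5 µM only; Schedule: compound with oleate, overnight; Detection: fluorescence imaging, 20x objective, two fields per well; Measure: % inhibition of lipid droplet signal.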
# TNAP activators: stimulation of alkaline phosphatase TNAP activity – biochemical, luminescent, no phosphate acceptor, uHTS, primary screen (AID 1001); activation fold at 20 µM, or EC50 in µM where a hit was titrated; purified TNAP, luminescent activation assay, no phosphate acceptor; higher activation fold means a stronger effect; actives 0.03% (n = 200,000); in the data active means activation fold from about 3, or a potency from the dose series; inactive means the rest, 99 in 100 with activation fold below about 1.6; further: many of its hits are not listed in these tables
# WT yeast gro inh: growth inhibition of WT yeast, mitochondrial fusion screen; mitochondrial fusion phenotypic screen, WT strain; inhibition, % at 10 µM; actives 2.1% (n = 190,000); AID 1362; in the data active means inhibition above about 58%; tested in S. cerevisiae
# P. falciparum M1AAP: P. falciparum M1AAP inhibitors, biochemical, fluorogenic H-Leu-NHMec substrate, 1536-well (AID 1445). recombinant M1AAP, H-Leu-NHMec fluorogenic kinetic assay; higher % means a stronger effect. one-dose inhibition, % at 30 µM; IC50 in µM for titrated hits. actives 0.42% (n = 220,000);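 active means primary inhibition above the hit cutoff, then over 50% inhibition at one or more dose response concentrations, cut at about 23% in these data, passing the limit was not always enough; inconclusive means conflicting primary data, or primary hits not chosen for dose response; inactive means low primary inhibition, or under 50% at every dose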;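 further: plate controls were DMSO full reaction for no effect and no enzyme background for full effect; strong numbers were not always called active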
# ER stress rescue: protection against thapsigargin-triggered cell killing – 384-well, CSM14.1, ATP luminescence, primary screen (AID 1222); CSM14.1 thapsigargin-induced death rescue, ATP luminescence; higher % means a stronger effect; cellular ATP content (survival), % at 20 µM, or EC50 in µM where a hit was titrated; 190,000 tested, under 10 active;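 active means EC50 below 50 µM in the dose-response confirmation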;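 further: death triggered by thapsigargin at about 15 µM added after 2 h compound pretreatment; cell ATP read after overnight thapsigargin exposure of roughly 18 to 22 hours; normalized against plate controls of thapsigargin alone and 5% DMSO vehicle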
# PMI inhibition: human PMI inhibitors, high substrate, primary screen, biochemical, fluorescence intensity, high mannose 6-phosphate (AID 1220). recombinant PMI enzyme, coupled fluorescence intensity; higher % means a stronger effect. one-dose inhibition, % at 20 µM; IC50 in µM for titrated hits. actives 0.66% (n = 190,000)
# PMI inhibitors: MPI enzyme activity inhibition – biochemical, fluorescence intensity, coupled assay, primary screen (AID 1209); purified PMI enzyme, coupled fluorescence intensity; higher % means a stronger effect; actives 0.42% (n = 190,000); inhibition, % at 20 µM, or IC50 in µM where a hit was titrated;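 further: plate controls were DMSO vehicle for no effect and wells lacking substrate for full effect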
# WT yeast gro inh mutant strain: second read-out of WT yeast gro inh, no call of its own (marks repeat the call); inhibition, %; mitochondrial fusion phenotypic screen, mutant strain inhibition
# Hep lipid drop cells 6.5 µM: also measured in Hep lipid drop; calls as there; cell count; measured here: cell count, cytotoxicity flag;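 cells counted across two imaged fields per well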
# Myeloid diff MLP GFP+ MAC1+ %: recorded beside Myeloid diff MLP, whose call it bears; GFP+ MAC1+ double positive, %; measured here: differentiation confirmed by MAC1 staining
# Active calls of the source: *; i = inactive; ? = inconclusive; nt = not tested or not shown; + = active, no number; [ ] = remark or other dose. Unless noted, no stated cut-off is given here; in the data, active means inhibition above about 50%; inactive means the rest.
SMILES	Myeloid diff MLP	Myeloid diff MLP GFP+ MAC1+ %	UTI89 phage lysis	Hep lipid drop	Hep lipid drop cells 6.5 µM	TNAP activators	WT yeast gro inh	WT yeast gro inh mutant strain	P. falciparum M1AAP	ER stress rescue	PMI inhibition	PMI inhibitors
O=C(NC(C(=O)O)c1ccccc1)c1ccc(S(=O)(=O)N2CCOCC2)cc1 (stereo unspecified)	i	6.2	12%	-1	736	1.1	6	24	0%	-2.6%	-2%	2%
COc1cc(CNn2nnnc2N)ccc1OCC(=O)NC(C)(C)C	i	1.5	0.7%	-12	721	1.1	-3	5	5%	-0.1%	-6%	-8%
CCN1CCN(C(=S)Nc2ccsc2C(=O)OC)CC1	i	0.6	-0.1%	5	743	1	14	15	1%	-2.2%	0%	2%
O=C(NC(=S)NNS(=O)(=O)c1ccc(Cl)cc1)c1cccnc1	i	0.3	nt	2	589	1	-5	3	?	-1.1%	21%	26%
O=C(Oc1c(-c2ccccc2)c(=O)n2c3c(cccc13)CC2)c1ccc(Cl)cc1	i	0.4	0.1%	-15	609	nt	nt	nt	-5%	nt	nt	nt
COc1ccccc1NS(=O)(=O)c1cccc(NC(=O)Nc2ccc(Cl)cc2)c1	i	0.1	0.2%	-6	559	1.2	9	-1	3%	-1.4%	15%	16%
Cc1cc(OC(C)C(=O)N/N=C/CC(C)c2ccccc2)ccc1Cl (stereo unspecified)	i	2.2	3.3%	11	831	1	-3	-6	-5%	0.0%	-6%	-6%
COCCNC(=O)CN1c2ccccc2CC1C (stereo unspecified)	i	1.1	6.9%	nt	nt	1.2	4	-2	8%	-0.5%	30%	20%
CC1C2Cn3c(nc4ccccc43)C1N(C(C)C)O2 (stereo unspecified)	i	1.9	2.1%	-6	669	nt	nt	nt	-2%	nt	nt	nt
CCNCc1ccc(OCc2cccs2)c(OCC)c1	i	0.2	0.7%	-1	663	1.1	-4	11	0%	-1.2%	-5%	-1%
CCOc1ccc(NC(=O)C2CCCN(S(=O)(=O)c3c(C)nn(C)c3C)C2)cc1 (stereo unspecified)	i	0.6	0.3%	nt	nt	1.1	4	-16	-2%	1.7%	-2%	-1%
Cc1ccc2cc3c(nc2c1)N(Cc1ccco1)CC3	i	0.6	13%	-4	653	1.1	-5	-5	14%	nt	-4%	4%
COCCCNC(=S)NC(=O)c1ccccc1	i	0.2	2.3%	22	639	1.2	-3	-11	-1%	-2.8%	-5%	0%
COc1cc(OC)cc(C(=O)Nc2ccccc2C(=O)N2CCCC2)c1	i	0.6	0.0%	nt	nt	1.1	-4	-5	6%	-1.3%	8%	9%
NC(=O)CN1CCOCCOCCOCCOCCOCC1	?	nt	0.7%	nt	nt	1	-10	0	0%	2.0%	-7%	-7%
O=C(/C=C/c1ccc(OCCCF)cc1)NCc1cccc(Cl)c1	i	1.3	0.6%	nt	nt	1.1	32	-4	2%	-1.6%	17%	13%
CCOC(=O)CSc1ncccn1	i	0.6	0.3%	-2	733	1.1	15	4	1%	0.9%	-7%	2%
Cc1cc(=O)oc2cc(OC(C)C(=O)N3CCOCC3)ccc12 (stereo unspecified)	i	0.6	0.5%	-11	813	1.2	-17	-13	-1%	0.2%	-15%	-20%
COc1ccccc1OCC(=O)Nc1ccc(C(N)=O)cc1	i	0.9	0.4%	11	796	1.1	-18	6	8%	0.2%	2%	-4%
CC(=O)N1CCC(N(CCN2CCOCC2)C(=S)Nc2ccc(C)cc2C)CC1	i	0.5	1.1%	5	717	1.1	0	6	1%	0.6%	-14%	-9%
COc1cccc(NC(=O)C/C(C)=N/NC(=O)c2ccccc2Cl)c1	i	0.5	0.7%	5	764	nt	nt	nt	6%	nt	nt	nt
CCC1CCCCN1C(=O)c1noc(C(C)C)c1[N+](=O)[O-] (stereo unspecified)	i	0.4	-0.2%[50 µM]	-32	612	1	-6	6	6%	-2.4%	-10%	0%
Cc1ccc(NC(=S)/C(=C(\[O-])c2ccc(C)c([N+](=O)[O-])c2)[n+]2ccccc2)cc1C	nt	nt	nt	nt	nt	1.1	-23	-1	0%	-0.3%	14%	4%
C=CCN(C(=O)c1cccc(C(F)(F)F)c1)C1(C(=O)Nc2ccccc2)CCN(C(C)C)CC1	i	0.5	2.3%	18	686	1.2	-11	4	-5%	-1.5%	14%	5%
COC(=O)C1=C(C)C(c2ccc(OC)cc2OC)NC(=O)N1 (stereo unspecified)	i	0.9	1.1%	nt	nt	1.1	-13	8	1%	0.4%	8%	1%
COC(=O)c1sc(-c2ccc(C(C)(C)C)cc2)cc1NC(=O)c1ccccc1C(=O)O	i	0.6	-1.1%	4	730	nt	nt	nt	10%	nt	nt	nt
Cc1ccc(S(=O)(=O)Nc2nc(C)c(C(=O)NNS(=O)(=O)c3ccccc3)s2)cc1	i	0.4	-0.1%	-6	735	nt	nt	nt	3%	nt	nt	nt
CCOc1cc(C2/C(=C(\O)c3cc(C)ccc3C)C(=O)C(=O)N2CCN(C)C)ccc1O (stereo unspecified)	i	0.4	-1.9%	-7	779	0.9	nt	nt	2%	-3.3%	-22%	-18%
O=C(CCCc1ccccc1)NC1CCSC1=O (stereo unspecified)	i	1.9	3.6%	nt	nt	1.1	3	8	-4%	0.0%	-3%	-2%
O=[N+]([O-])c1cc(S(=O)(=O)N2CCCC2)ccc1NCCCN1CCOCC1	i	0.3	0.7%	-9	691	1	16	13	4%	-1.0%	-5%	-4%
Cc1ccc2nc(CSc3nnc4ccccn34)cc(=O)n2c1	i	0.1	-0.3%	17	660	1.1	-24	-25	6%	-0.5%	-1%	-5%
Cc1ccc(C(=O)N2CCCC2)cc1Br	i	0.9	3.4%	nt	nt	1.1	8	-4	1%	1.7%	0%	1%
COC(=O)c1cc(O)cc(OC)c1Oc1cc(C)cc(O)c1C(=O)O	i	3.1	-0.7%	0	767	nt	nt	nt	11%	nt	nt	nt
Cc1cccc(C(=O)Nc2nnc(Cc3c[nH]c4ccccc34)s2)c1	i	15	-0.1%	nt	nt	1.1	7	-5	2%	1.3%	8%	-4%
CCN(CCCNC(=O)CN(C)S(=O)(=O)c1cccc2nsnc12)c1ccccc1	i	0.6	-0.5%	nt	nt	1	3	-13	3%	0.4%	17%	11%
CCOC(=O)C1CCN(C(=O)c2c(C)oc3c2C(=O)c2ccccc2C3=O)CC1	?	nt	-0.5%	-26	714	1	-2	1	-8%	-3.4%	55%*	-2%
Cc1cccc(N(C(=O)CNC(=O)c2cccs2)C(C(=O)NC2CCCC2)c2cccnc2)c1 (stereo unspecified)	i	16	0.7%	nt	nt	1	14	-11	9%	3.1%	-8%	-10%
CCOC(=O)C1CCCN(S(=O)(=O)c2cccs2)C1 (stereo unspecified)	i	6.7	0.3%	1	657	1.1	-13	0	-4%	nt	-2%	6%
Cc1nnc(NC(=O)Oc2ccccc2)s1	i	7.3	1.3%[50 µM]	nt	nt	1.1	12	-9	-6%	-1.7%	4%	3%
COc1ccc(OC)c2[nH]c(=O)c(CCNC(=O)c3cc4ccccc4o3)cc12	i	4.1	-3.1%	-17	649	1.1	9	10	4%	-3.1%	20%	20%
Cc1ccc(C)c(NS(=O)(=O)c2ccc(OCC(=O)NCc3cccnc3)cc2)c1	i	0.0	3.0%	4	645	1	5	-10	3%	-1.6%	8%	17%
C/C(=N/NC(=O)c1ccccc1)C1=C(O)CC(C)(C)CC1=O	i	0.1	0.8%	-3	664	1	2	0	nt	-2.6%	nt	nt
Cc1nn(C)c(C)c1N1C(=O)c2cccc3c(N)ccc(c23)C1=O	+	1.9*	0.0%[50 µM]	32	710	1.2	1	17	5%	-1.9%	22%	6%
CCOC(=O)CC(NC(=O)C1c2ccccc2Oc2ccccc21)c1ccc(C)cc1 (stereo unspecified)	i	0.4	1.4%[50 µM]	20	715	1	-2	6	-4%	1.1%	7%	10%
CCOc1ccc(NC(=S)NC(=O)c2c(Cl)cnn2CC)c([N+](=O)[O-])c1	i	0.7	1.5%[50 µM]	-29	664	0.9	12	-25	1%	0.6%	-5%	-7%
CC(C)CCn1nc(C(=O)Nc2nc3c(s2)CCCC3)c2ccccc2c1=O	i	0.6	-0.1%	-2	617	0.9	31	5	2%	-2.6%	10%	15%
O=C(O)CNC(=O)/C(=C\c1cccc([N+](=O)[O-])c1)NC(=O)c1ccco1	i	0.6	0.0%	-1	621	nt	nt	nt	-1%	nt	nt	nt
NC(=O)NOCc1cccc(Cl)c1	i	0.3	0.5%	16	702	1.1	4	4	-1%	-0.1%	-8%	-6%
CCOC(=O)c1ccc(NC(=O)CN(c2ccc(C)cc2)S(=O)(=O)c2c(C)nn(C)c2C)cc1	i	4.1	0.0%	-3	761	1.1	14	-21	5%	-2.5%	10%	17%
Cc1ccccc1CSCC(=O)NC1CCCC1	i	0.6	0.5%	-3	786	1.1	nt	nt	10%	0.7%	-6%	-4%
CCC(C)(C)c1ccc(OCCN2C(=O)NC(C)(C)C2=O)cc1	i	1.0	-0.3%	15	859	1.1	-22	-2	-5%	-0.7%	6%	7%
Cc1cc(C)nc(CCNC(=O)c2cc(COc3ccc(F)cc3Cl)on2)n1	i	0.8	0.9%	-6	660	1.1	-6	-1	nt	-0.6%	0%	-5%
CC1CCc2cc(F)ccc2N1C(=O)c1cccs1 (stereo unspecified)	i	0.3	0.7%	0	716	1.1	0	15	10%	-0.7%	-2%	-3%
O=C(OCC(=O)N1CCN(c2ccccc2)CC1)c1cnc(Cl)c(Cl)c1	nt	nt	nt	2	668	1	-19	-3	1%	-0.9%	-24%	-30%
COc1cccc(-n2c(SCC(N)=O)nnc2-c2ccncc2)c1	i	2.0	4.2%	-13	648	0.9	2	-5	15%	0.0%	-2%	0%
COc1ccc(Nc2nc(C(=O)N3CCc4cc(OC)c(OC)cc4C3)cs2)cc1	i	0.3	-0.1%	-4	701	nt	nt	nt	-4%	nt	nt	nt
Nc1nonc1-n1nncc1-c1ccccc1	i	0.4	-0.1%	nt	nt	1	5	2	6%	-1.6%	0%	-2%
CCc1cc2c(NCCN3CCCCC3)ncnc2s1	i	0.4	0.0%	-3	761	1.1	-4	-4	3%	2.2%	-5%	6%
